Compound activity as filed in PubChem BioAssay.
Diaphorase inh: counter-screen for diaphorase-based assays: diaphorase inhibitors and chemical oxidizers | actives 0.69% (n = 190,000) | diaphorase resazurin-to-resorufin fluorescence, NADH, 16 min; bacterial (C. kluyveri) enzyme, not human | inhibition, % at 20 µM;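 active = primary screen inhibition at 20 µM above a set limit, cut at about 50% in these data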;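 also: plate controls were DMSO with full reaction for no effect and wells lacking NADH for full effect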
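Detection: fluorescence of resorufin formed from resazurin, Ex 544/Em 590 nm; test system: Clostridium kluyveri diaphorase enzyme; amount: 0.14 U/mL diaphorase, enzyme working solution; times: 16-min room-temperature incubation before reading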
TNAP act hiacc: activators of human TNAP at high phosphate acceptor concentration; P05186; AID 1136; purified TNAP, CDP-star luminescence, 1 M DEA, 30 min; hits give high values; 0 = EDTA background, 1 = DMSO-only activity; activation factor at 20 µM; 200,000 tested, under 10 active;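 active = activation factor at least 2 at 20 µM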
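Assay system: human TNAP; Input: enzyme diluted 1/800 final; Reagent: CDP-star luminogenic substrate at 100 µM final; Timing: 30 min, room temperature; Signal: luminescence; Evaluation: TNAP activation factor scaled between EDTA and DMSO control wells.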
L major viab: reduces viability of Leishmania major promastigotes. resazurin fluorescence viability. actives 9% (n = 200,000). inhibition, % at 10 µM; in the data active = inhibition above about 50%;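 also: promastigotes grown with compound for 44 hours at 28 °C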
PMI act satM6P: PMI (human) activation, high substrate | actives 0.34% (n = 190,000) | coupled PMI enzyme assay, resazurin fluorescence, 20 min; hits give high values; 1 = untreated enzyme, 0 = substrate-free blank | P34949 | activation factor at 20 µM;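 active = activation factor of 2 or more at 20 µM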
Target sequence (P34949 whole entry, looked up): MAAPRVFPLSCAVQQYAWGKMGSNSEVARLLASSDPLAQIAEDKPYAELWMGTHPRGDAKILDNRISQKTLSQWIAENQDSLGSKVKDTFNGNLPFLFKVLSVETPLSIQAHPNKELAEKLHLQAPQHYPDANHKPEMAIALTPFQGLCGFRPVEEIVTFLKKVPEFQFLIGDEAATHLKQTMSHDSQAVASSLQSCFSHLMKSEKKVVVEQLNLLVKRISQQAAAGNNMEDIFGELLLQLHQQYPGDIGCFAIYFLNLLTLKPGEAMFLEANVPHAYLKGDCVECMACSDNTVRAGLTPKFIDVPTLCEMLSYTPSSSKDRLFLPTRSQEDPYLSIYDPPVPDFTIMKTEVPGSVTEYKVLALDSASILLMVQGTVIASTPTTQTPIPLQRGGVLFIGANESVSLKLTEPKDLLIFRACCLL
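Test system – human PMI in coupled enzyme assay · Timing – 20 min incubation at room temperature · Detection – Diaphorase-driven resazurin-to-resorufin fluorescence, excitation 544, emission 590 nm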
TNAP inh no acc: TNAP (human) inhibition, acceptor-free conditions. inhibition, % at 20 µM. purified TNAP, CDP-star luminescence, 30 min. actives 0.26% (n = 200,000). AID 1012. P05186;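 active = tissue-nonspecific alkaline phosphatase inhibition above about 50% at 20 µM in the single-dose screen, limit read from the data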;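 also: 0% = DMSO negative control and 100% = EDTA positive control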
bIAP activator: intestinal alkaline phosphatase (bovine) activation; purified bovine IAP, CDP-star luminescence, 30 min; hits give high values; fold of DMSO-control signal, blank-subtracted; activation factor at 20 µM; actives 0.17% (n = 200,000);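 active = activation factor of 2 or more at 20 µM, a signal rise over negative controls twice the positive control's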
TNAP inh hi DEA: inhibitors of human TNAP at high phosphate acceptor concentration; P05186; purified TNAP, CDP-star luminescence, 1 M DEA; inhibition, % at 20 µM; actives 0.03% (n = 200,000);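 active = over 50% inhibition of tissue-nonspecific alkaline phosphatase at 20 µM in the single-dose screen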;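 also: plate controls were DMSO wells for no effect and EDTA-quenched wells as full inhibition for full effect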
PMI act: increases human mannose-6-phosphate isomerase activity. P34949. purified human PMI, coupled resazurin fluorescence, 20 min; hits give high values; 1 = vehicle control, 0 substrate-free wells. activation factor at 20 µM. actives 0.005% (n = 190,000). AID 1214;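 active = activation factor of 2 or more at 20 µM, relative to plate controls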
bIAP inhibitor: blocks bovine intestinal alkaline phosphatase activity; AID 1019; purified bovine IAP, CDP-star luminescence, 30 min; inhibition, % at 20 µM; 190,000 tested, under 10 active;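 active = over 50% inhibition of intestinal alkaline phosphatase at 20 µM in the single-dose screen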
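test system = bovine IAP enzyme | medium = DEA buffer 100 mM, pH 9.8, with MgCl2 1.0 mM, ZnCl2 0.02 mM | detection = luminescence | dosing = single compound dose of 20 µM, 2% DMSO final | incubation = 30 min reaction at room temperature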
Diaph act CS: counter-screen for diaphorase-based assays: diaphorase activators and chemical reducers | AID 1229 | activation factor at 20 µM | Diaphorase/resazurin coupled assay, resorufin fluorescence, 16 min; hits give high values; 1 = vehicle wells, 0 = NADH-free wells | actives 0.005% (n = 190,000);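 active = diaphorase activity raised at least twofold by the compound at 20 µM; inactive = activation factor below 2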
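Material: Purified diaphorase enzyme from Clostridium kluyveri | Buffer or medium: 50 mM HEPES pH 7.4 with 4.542 mM MgCl2, 0.005% Tween 20 | Times: 16 min enzyme reaction, ambient temperature | Signal: Red resorufin fluorescence at 544/590 nm excitation/emission | Measure: Increased resorufin signal from activators or reducing compounds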
Numbers without * were called inactive; nt = not tested or not shown. Not all compounds are listed; the hit share may differ from the screen's.

no. | Structure | Diaphorase inh | TNAP act hiacc | L major viab | PMI act satM6P | TNAP inh no acc | bIAP activator | TNAP inh hi DEA | PMI act | bIAP inhibitor | Diaph act CS
1 | C[C@]12CC[C@H]3[C@@H](CCC4=CC(=O)CC[C@@]43C)[C@@H]1CC[C@@H]2C(=O)CO | 23 | 1.1 | -4 | 1 | -13 | 0.9 | -7 | 1.1 | 9 | 0.8
2 | COc1ccccc1OCC(O)COC(N)=O (centres undefined) | 12 | 1 | -7 | 1 | -11 | 0.9 | -3 | 1 | 11 | 0.9
3 | O=C1N(c2ccccc2)c2ccccc2C1(Cc1ccncc1)Cc1ccncc1 | 18 | 1.1 | nt | 1 | -9 | 1 | -6 | 1 | 0 | 0.8
4 | CCOc1ccc(S(=O)(=O)N2CCCCCC2)c2ccccc12 | 17 | 1 | 14 | 0.9 | -7 | 0.9 | -5 | 0.9 | 7 | 0.8
5 | c1ccc2c(CC3=NCCN3)cccc2c1 | 11 | 1 | -5 | 0.9 | -8 | 1.2 | -3 | 0.9 | -16 | 0.9
6 | Cc1coc2c1C(=O)C(=O)c1c-2ccc2c1CCCC2(C)C | 31 | 0.9 | 98* | 0.6 | 2 | 0.9 | 6 | 1.2 | 14 | 0.7
7 | CC(=O)[C@H]1CC[C@H]2[C@@H]3C[C@H](C)C4=CC(=O)CC[C@]4(C)[C@H]3[C@@H](O)C[C@]12C | 5 | 1 | 6 | 1.1 | -6 | 0.9 | -3 | 1 | 13 | 0.9
8 | C[C@H](CCC(=O)O)[C@H]1CC[C@H]2[C@@H]3[C@@H](O)C[C@@H]4C[C@H](O)CC[C@]4(C)[C@H]3CC[C@]12C | 1 | 1 | -1 | 1 | 0 | 1 | -3 | 1 | -4 | 1
9 | CC1=NN(c2ccccc2)C(=O)C1 | 9 | 1 | -7 | 1.1 | -14 | 0.8 | -5 | 1.1 | 15 | 0.9
10 | Nc1cc(-c2ccncc2)c[nH]c1=O | 66* | 1 | -2 | 0.3 | -9 | 0.9 | -3 | 0.5 | 14 | 0.3
11 | CN(C)CCCN1c2ccccc2Sc2ccccc21 | 6 | 1 | 17 | 1 | -2 | 0.9 | 2 | 1.1 | 5 | 0.9
12 | CC(C)Cn1cnc2c1c(=O)n(C)c(=O)n2C | 5 | 1 | -8 | 1.1 | -13 | 1 | -2 | 1 | 4 | 1

Other results follow:
no. | Structure | Diaphorase inh | TNAP act hiacc | L major viab | PMI act satM6P | TNAP inh no acc | bIAP activator | TNAP inh hi DEA | PMI act | bIAP inhibitor | Diaph act CS
13 | CN1CCC(=C2c3ccccc3CCc3sccc32)CC1 | 13 | 1 | nt | 0.9 | 1 | 1 | 0 | 0.8 | 5 | 0.9
14 | COc1ccc(CN(CCN(C)C)c2ccccn2)cc1 | 4 | 1 | -7 | 1.1 | -12 | 0.9 | -3 | 1.1 | 13 | 1
15 | Cc1cc(C)nc(/N=C(\N)Nc2ccc(S(N)(=O)=O)cc2)n1 | 3 | 1 | -5 | 1 | -6 | 1 | 0 | 1 | 0 | 1
16 | COc1cc2nc(N3CCN(C(=O)C4COc5ccccc5O4)CC3)nc(N)c2cc1OC (centres undefined) | 19 | 1 | 50 | 0.9 | -6 | 0.9 | 1 | 0.9 | 11 | 0.8
17 | Cc1nnc(NS(=O)(=O)c2ccc(N)cc2)s1 | 7 | 1 | -8 | 1.2 | -12 | 1.1 | -3 | 1.2 | -13 | 0.9

From no. 8 up to 17, copied from above:
no. | Structure | Diaphorase inh | TNAP act hiacc | L major viab | PMI act satM6P | TNAP inh no acc | bIAP activator | TNAP inh hi DEA | PMI act | bIAP inhibitor | Diaph act CS
8 | C[C@H](CCC(=O)O)[C@H]1CC[C@H]2[C@@H]3[C@@H](O)C[C@@H]4C[C@H](O)CC[C@]4(C)[C@H]3CC[C@]12C | 1 | 1 | -1 | 1 | 0 | 1 | -3 | 1 | -4 | 1
9 | CC1=NN(c2ccccc2)C(=O)C1 | 9 | 1 | -7 | 1.1 | -14 | 0.8 | -5 | 1.1 | 15 | 0.9
10 | Nc1cc(-c2ccncc2)c[nH]c1=O | 66* | 1 | -2 | 0.3 | -9 | 0.9 | -3 | 0.5 | 14 | 0.3
11 | CN(C)CCCN1c2ccccc2Sc2ccccc21 | 6 | 1 | 17 | 1 | -2 | 0.9 | 2 | 1.1 | 5 | 0.9
12 | CC(C)Cn1cnc2c1c(=O)n(C)c(=O)n2C | 5 | 1 | -8 | 1.1 | -13 | 1 | -2 | 1 | 4 | 1
13 | CN1CCC(=C2c3ccccc3CCc3sccc32)CC1 | 13 | 1 | nt | 0.9 | 1 | 1 | 0 | 0.8 | 5 | 0.9
14 | COc1ccc(CN(CCN(C)C)c2ccccn2)cc1 | 4 | 1 | -7 | 1.1 | -12 | 0.9 | -3 | 1.1 | 13 | 1
15 | Cc1cc(C)nc(/N=C(\N)Nc2ccc(S(N)(=O)=O)cc2)n1 | 3 | 1 | -5 | 1 | -6 | 1 | 0 | 1 | 0 | 1
16 | COc1cc2nc(N3CCN(C(=O)C4COc5ccccc5O4)CC3)nc(N)c2cc1OC (centres undefined) | 19 | 1 | 50 | 0.9 | -6 | 0.9 | 1 | 0.9 | 11 | 0.8
17 | Cc1nnc(NS(=O)(=O)c2ccc(N)cc2)s1 | 7 | 1 | -8 | 1.2 | -12 | 1.1 | -3 | 1.2 | -13 | 0.9

3 compounds out of the list, ordered by formula weight, rising:
no. | Structure | Diaphorase inh | TNAP act hiacc | L major viab | PMI act satM6P | TNAP inh no acc | bIAP activator | TNAP inh hi DEA | PMI act | bIAP inhibitor | Diaph act CS
14 | COc1ccc(CN(CCN(C)C)c2ccccn2)cc1 | 4 | 1 | -7 | 1.1 | -12 | 0.9 | -3 | 1.1 | 13 | 1
13 | CN1CCC(=C2c3ccccc3CCc3sccc32)CC1 | 13 | 1 | nt | 0.9 | 1 | 1 | 0 | 0.8 | 5 | 0.9
16 | COc1cc2nc(N3CCN(C(=O)C4COc5ccccc5O4)CC3)nc(N)c2cc1OC (centres undefined) | 19 | 1 | 50 | 0.9 | -6 | 0.9 | 1 | 0.9 | 11 | 0.8
